Source: PubChem BioAssay
Rac1 GTP hydrolysis: MgcRacGAP GTPase-activating activity inhibitors, confirmation, biochemical, ADP Hunter fluorescence; Rac GTPase-activating protein 1 (Homo sapiens); MgcRacGAP-stimulated Rac1 GTP hydrolysis, ADP Hunter fluorescence; higher % means a stronger effect; GST-tagged Rac1 F28L mutant substrate; one-dose inhibition, % at 30 µM; IC50 in µM for titrated hits; actives 0.6% (n = 340,000); AID 624330, 2012;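 active means first-screen hits whose inhibition reached a set limit at any dose in the follow-up dose series; inconclusive means inhibition above the set first-screen limit but never retested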;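 further: fluorescence reports GDP produced by GAP-driven GTP hydrolysis; strong numbers were not always called active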
GPR35 antagonists: GPR35 antagonists blocking zaprinast-driven arrestin recruitment, primary screen, imaging, U2OS, beta-arrestin-GFP, zaprinast agonist (AID 2058). actives 0.052% (n = 290,000). G-protein coupled receptor 35 (Homo sapiens). inhibition, % at 10 µM, or IC50 in µM where a hit was titrated. U2OS GPR35 beta-arrestin-GFP translocation imaging, zaprinast antagonism; higher % means a stronger effect;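 active means inhibition of at least 50% with at least 30 cells and total cytoplasm GFP at most 10,000,000; inconclusive means under 30 cells or total GFP of 10,000,000 plus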
AID2073: inhibitors of Mint1-CaV2.2 protein interaction, biochemical, HTRF (AID 2073); actives 0.19% (n = 290,000); inhibition, % at 20 µM; hits with a dose series show IC50 in µM; Voltage-dependent N-type calcium channel subunit alpha-1B (Homo sapiens); HTRF protein-protein interaction, Mint1-CaV2.2; higher % means a stronger effect; in the data active means inhibition mostly above about 51%, no sharp cut-off; inconclusive means no clear call, values can overlap the other calls; inactive means mostly below about 53%; further: some results filed as inactive read as strong as hits
NS5 inhibitors: Dengue-2 NS5 methyltransferase inhibitors, primary screen, biochemical, confirmation dose response (AID 588689). Genome polyprotein (Dengue virus type 2 (strain 16681-PDK53)). actives 0.3% (n = 340,000). one-dose inhibition, % at 25 µM; IC50 in µM for titrated hits. Dengue-2 NS5 methyltransferase capping enzyme assay, biochemical; higher % means a stronger effect; in the data active means a potency from the dose series; inconclusive means inhibition above about 29% without an active follow-up result
GPR55 LPI antagonism: GPR55 antagonists blocking LPI-driven arrestin recruitment, primary screen, imaging, U2OS, beta-arrestin-GFP, LPI agonist (AID 2013). actives 0.13% (n = 290,000). inhibition, % at 10 µM; hits with a dose series show IC50 in µM. U2OS GPR55 beta-arrestin-GFP translocation imaging, LPI antagonism; higher % means a stronger effect;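 active means spots per cell inhibited over 60%, with over 100 cells counted and total cytoplasm intensity under 500,000; inconclusive means wells with under 100 cells, flagged as likely toxic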;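 further: U2OS cells stably carrying GPR55 and arrestin-GFP stimulated by 5 µM LPI near EC80; imaged beta-arrestin-GFP aggregate spots per cell after agonist stimulation; plate controls were LPI-stimulated DMSO wells for no effect and DMSO wells without LPI for full effect; some results filed as inactive read as strong as hits; confirmed hits need IC50 under 10 µM and bright autofluorescent wells are also inconclusive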
SV40 large T antigen: SV40 large T antigen inhibitors, biochemical (AID 1903) | SV40 large T antigen ATPase/helicase inhibition assay; higher % means a stronger effect | inhibition, % at 20 µM, or IC50 in µM where a hit was titrated | actives 0.39% (n = 310,000); in the data active means a potency from the dose series; inconclusive means inhibition mostly from about 32% at the one dose, without a potency; inactive means the rest, 99 in 100 with inhibition below about 32%; further: strong numbers were not always called active
GPR55 activation: GPR55 agonists via beta-arrestin recruitment, primary screen, imaging, U2OS cells, beta-arrestin-GFP redistribution (AID 1961). G-protein coupled receptor 55 (Homo sapiens). U2OS GPR55 beta-arrestin-GFP redistribution imaging; higher % means a stronger effect. one-dose activation, % at 10 µM; EC50 in µM for titrated hits. actives 0.048% (n = 290,000);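 active means activation above 40% with more than 50 cells counted in the well; inconclusive means wells holding fewer than 50 cells, flagged as toxic or sparse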;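 further: U2OS osteosarcoma cells stably expressing GPR55 and beta-arrestin-GFP; plate controls were DMSO negative control for no effect and LPI positive control for full effect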
NTR1 agonist: agonists of NTR1, primary screen, imaging, U2OS cells, beta-arrestin-GFP, high content (AID 493036). Neurotensin receptor type 1 (Homo sapiens), P30989. NTR1-U2OS beta-arrestin-GFP spot imaging, agonist mode. activation, % at 20 µM. actives 0.17% (n = 330,000);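 active means activation at or above 40% of the spot to cytoplasm intensity ratio, with at least 20 cells analyzed; inconclusive means wells under 20 cells, flagged as cytotoxic or low count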;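 further: 0% = DMSO without peptide and 100% = 100 nM NTR1 peptide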
Target sequence (P30989 whole entry, looked up): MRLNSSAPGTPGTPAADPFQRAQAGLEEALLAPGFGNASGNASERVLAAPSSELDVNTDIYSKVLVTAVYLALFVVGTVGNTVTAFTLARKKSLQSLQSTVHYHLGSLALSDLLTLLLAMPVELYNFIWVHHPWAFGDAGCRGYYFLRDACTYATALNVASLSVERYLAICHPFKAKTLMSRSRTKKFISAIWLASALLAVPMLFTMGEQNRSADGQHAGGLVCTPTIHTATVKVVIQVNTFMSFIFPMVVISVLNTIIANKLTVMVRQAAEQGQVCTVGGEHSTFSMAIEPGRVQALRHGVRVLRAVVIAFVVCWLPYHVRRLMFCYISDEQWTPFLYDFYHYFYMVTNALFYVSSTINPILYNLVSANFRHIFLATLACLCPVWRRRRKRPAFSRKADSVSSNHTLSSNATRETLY
Yfh1-depleted yeast: enhancers of respiration in Yfh1-depleted yeast, dose response, Friedreich's ataxia, plus single-dose screen (AID 1465). S. cerevisiae Yfh1-off respiration, WST-1 reduction, 72 h; higher fold induction means a stronger effect. fold induction at 50 µM, or EC50 in µM where a hit was titrated. actives 0.074% (n = 220,000);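 active means fold induction of absorbance versus untreated yeast above a set limit, then at least 30% activation at any dose in follow-up; inconclusive means repeats straddling the limit, or above it without dose testing; inactive means fold induction below the set limit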;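 further: activators that raise dye reduction in frataxin-depleted yeast; strong numbers were not always called active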
NTR1 agonist cell count 20 µM: second read-out of NTR1 agonist, no call of its own (marks repeat the call); cell count; measured here: cell count, cytotoxicity flag
* hit, by the source's call; i = inactive; ? = inconclusive; / = not tested or not shown; & = joins results of further samples. The order is random. About 1.7% of those tested had a hit in this group.

Start of the listing, in advance, 6 compounds:
SMILES	Rac1 GTP hydrolysis	GPR35 antagonists	AID2073	NS5 inhibitors	GPR55 LPI antagonism	SV40 large T antigen	GPR55 activation	NTR1 agonist	NTR1 agonist cell count 20 µM	Yfh1-depleted yeast
COc1cc(NC(=O)c2cc(Br)cc(C)c2OC)ccc1NC(=O)C(C)C	5%	-12%	14%	-4%	4%	4%	0.5%	0.7	48	i
COCCN(C(=O)CSCc1ccccc1)c1c(N)n(Cc2ccccc2)c(=O)[nH]c1=O	7%	3%	-4%	1%	20%	11%	0.4%	-0.9	67	/
O=Cc1c(C(=O)O)n(CC(=O)O)c2ccccc12	8%	2%	4%	-3%	1%	15%	-0.2%	-1.1	59	i
CC(=O)c1sc(-c2ccccc2)nc1C	-6%	-13%	-5%	9%	5%	0%	-0.1%	0.1	46	i
CN(C(=O)COc1ccccc1)C1CCS(=O)(=O)C1 (stereo not drawn)	4%	18%	2%	-19%	14%	-5%	0.5%	0.4	91	i
COc1ccc(/C=N/NC(=O)c2cc(-c3ccc(C)cc3C)nc3ccccc23)cc1COC(C)=O	-6%	13%	16%	/	-6%	6%	-0.1%	2.2	71	/

Main list, repeating the preview:
SMILES	Rac1 GTP hydrolysis	GPR35 antagonists	AID2073	NS5 inhibitors	GPR55 LPI antagonism	SV40 large T antigen	GPR55 activation	NTR1 agonist	NTR1 agonist cell count 20 µM	Yfh1-depleted yeast
COc1cc(NC(=O)c2cc(Br)cc(C)c2OC)ccc1NC(=O)C(C)C	5%	-12%	14%	-4%	4%	4%	0.5%	0.7	48	i
COCCN(C(=O)CSCc1ccccc1)c1c(N)n(Cc2ccccc2)c(=O)[nH]c1=O	7%	3%	-4%	1%	20%	11%	0.4%	-0.9	67	/
O=Cc1c(C(=O)O)n(CC(=O)O)c2ccccc12	8%	2%	4%	-3%	1%	15%	-0.2%	-1.1	59	i
CC(=O)c1sc(-c2ccccc2)nc1C	-6%	-13%	-5%	9%	5%	0%	-0.1%	0.1	46	i
CN(C(=O)COc1ccccc1)C1CCS(=O)(=O)C1 (stereo not drawn)	4%	18%	2%	-19%	14%	-5%	0.5%	0.4	91	i
COc1ccc(/C=N/NC(=O)c2cc(-c3ccc(C)cc3C)nc3ccccc23)cc1COC(C)=O	-6%	13%	16%	/	-6%	6%	-0.1%	2.2	71	/
O=C1OCCN1S(=O)(=O)Nc1ccccc1	11%	2%	4%	7%	-1%	8%	0.0%	0.6	94	/
Cc1ccccc1C(=O)N1CCN(c2ccc(NC(=O)CSc3ccc(Cl)cc3)cc2)CC1	13%	20%	-5%	2%	-8%	4%	0.0%	1.2	47	i
C=CCNc1nc(C(=O)OCC(=O)Nc2ccc(S(N)(=O)=O)cc2)cs1	1%	/	/	1%	/	18%	/	0.6	48	/
COc1ccc(C(=O)c2cnc(/N=C/N(C)C)s2)cc1	3%	1%	13%	-6%	-11%	13%	-0.1%	-1.2	89	i
Cc1nc2sccn2c(=O)c1CCN1CCC(=C(c2ccc(F)cc2)c2ccc(F)cc2)CC1	7%	-13%	5%	-1%	24%	7%&3%	0.4%	30	59	i
O=C(O)CNc1nc(-c2ccccc2)nc2c1oc1ccccc12	5%	10%	14%	-5%	-4%	21%	-0.2%	1.1	59	i
COc1ccc(OC)c(NC(=O)C2C3CC4OC(=O)C2C4C3)c1 (stereo not drawn)	4%	-5%	32%	-2%	-17%	8%	-0.1%	0.5	58	i
CCCCCn1nc(C(=O)OCC(=O)c2c(N)n(C)c(=O)n(C)c2=O)c2ccccc2c1=O	6%	5%	-1%	-3%	-1%	3%	0.1%	5.0	41	?
CCCOc1ccc(N2C(=O)C3C4C=CC(CC4)C3C2=O)cc1 (stereo not drawn)	-2%	-2%	2%	-9%	0%	1%	-0.1%	0.8	90	/
Cc1ccc(S(=O)(=O)c2c(COC(=O)c3ccc(Cl)cc3)c(-c3ccccc3)nn2C)cc1	10%	1%	-3%	4%	-3%	10%	-0.1%	0.9	39	i
O=C([C@@H]1CC=C[C@@H]2CCN(C3CCCCC3)C(=O)[C@@H]21)N1CCN(c2ccccc2)CC1	5%	/	/	-9%	/	12%	/	0.7	77	i
CC1(c2ccccc2)NC(=O)N(CC(=O)NNC(=O)c2ccccc2)C1=O (stereo not drawn)	9%	3%	1%	0%	3%	1%	-0.2%	0.3	58	/
COc1ccc(C2(CNC(=O)Cc3ccc(OC)c(OC)c3)CCCC2)cc1	-21%	3%	2%	-3%	10%	4%	0.6%	1.9	52	i
COc1cccc(Cn2cnc3c(NS(=O)(=O)c4ccc(Cl)cc4)c(C)c(C)cc32)c1	7%	16%	4%	2%	10%	8%	-0.3%	1.8	89	i
Cc1cc(N2CCOCC2)n2nc(C(F)(F)F)c(-c3ccccc3)c2n1	/	-1%	33%	-3%	0%	3%	-0.1%	/	/	/
Cc1onc(-c2ccc(Cl)cc2Cl)c1-c1csc(COc2ccccc2)n1	-1%	12%	-4%	2%	5%	6%	0.2%	1.4	68	i
Cc1ccc(NC(=O)c2ccc(OCc3c(C)noc3C)cc2)cc1	/	-9%	10%	/	9%	2%	0.5%	1.2	62	i
COc1ccc(/C=C/c2ccncc2)cc1	5%	8%	-3%	-2%	5%	6%	-0.1%	-1.3	107	i
COc1ccc(NC(=O)C2CCOC2=O)cc1 (stereo not drawn)	12%	/	/	-12%	/	7%	/	0.7	53	/
COc1cccc(-c2cc(C(=O)Nc3c(C)nn(Cc4ccccc4)c3C)no2)c1	3%	10%	-4%	-6%	-4%	2%	-0.2%	2.0	63	i
COc1cc(C#N)ccc1OCC(=O)Nc1cccc(S(=O)(=O)N2CCCC2)c1	4%	-4%	-5%	-8%	2%	10%	0.3%	-0.9	50	i
Oc1ccc(C(c2nnnn2C2CCCC2)N2CCc3ccccc3C2)cc1 (stereo not drawn)	-9%	0%	-10%	-5%	-4%	15%	0.6%	-0.8	67	i
Cn1c(=O)c(C(=O)NNC(=O)c2cccc(Cl)c2)c(O)c2ccccc21	11%	-6%	17%	4%	5%	5%	0.4%	4.6	50	/
O=C(Nc1cc(Cl)ccc1O)c1cc2n(n1)C(C(F)(F)F)CC(c1ccc3c(c1)OCO3)N2 (stereo not drawn)	4%	-4%	13%	8%	-1%	2%	-0.2%	1.9	49	i
O=C1COc2ccc(C(=O)COC(=O)c3ncc(Cl)c(Cl)c3Cl)cc2N1	-5%	/	/	2%	/	13%	/	-0.3	72	/
O=C(O)c1cccc(NC(=S)N/N=C/c2ccccn2)c1	13%	-8%	0%	2%	1%	13%	0.2%	-1.3	80	78µM*
Cc1cc2ccccn2c1C(=O)c1nc(NCc2ccccc2)ncc1Cl	2%	1%	4%	-8%	-11%	3%	0.1%	2.3	90	i
COc1ccc(C(=O)/C=C/Nc2ccc(S(N)(=O)=O)cc2)cc1OC	4%	0%	15%	-2%	-1%	15%	0.3%	1.3	49	i
O=C(c1ccc(Cl)c(S(=O)(=O)N2CCCCC2)c1)N1CCN(Cc2ccccc2)CC1	11%	8%	8%	-4%	13%	10%	-0.2%	0.2	68	/
O=C(CN1C(=O)/C(=C/c2ccccc2)SC1=S)NNC(=O)c1ccccc1O	3%	-14%	2%	-5%	-3%	5%	0.2%	1.2	37	i
CSCCC(NC(=O)COc1ccccc1)C(=O)N1CCCC(C)C1 (stereo not drawn)	6%	-12%	10%	-6%	10%	19%	-0.1%	1.4	56	/
COc1ccc(N2CCN(C(=O)C3(C)CC3(Cl)Cl)CC2)cc1 (stereo not drawn)	1%	10%	5%	6%	13%	14%	0.1%	1.9	32	i
CCOC(=O)C(CSCc1ccccc1)NC(=O)OC(C)(C)C (stereo not drawn)	5%	-4%	-8%	-2%	9%	9%	0.0%	0.9	59	i
CCC(=Nc1ccccc1O)C1=C(O)CC(c2ccccc2)CC1=O (stereo not drawn)	?	1%	-22%	-5%	-9%	15µM*	0.6%	-0.1	64	i
CCOC(=O)c1ccc(NCC(O)COc2ccccc2)cc1 (stereo not drawn)	10%	-9%	5%	-3%	0%	11%	0.4%	0.3	70	i
COc1ccc(C(C)=O)cc1CN1C(=O)NC(CC(C)C)C1=O (stereo not drawn)	4%	-10%	14%	-8%	7%	3%	-0.2%	0.0	40	i
COc1cccc(C2Nc3cccc4cccc(c34)N2)c1	14%	-6%	60%	17%	-8%	?	0.6%	-0.3	44	i
Cn1c(=O)c2c(nc3n2CC(CO)O3)n(C)c1=O (stereo not drawn)	7%	19%	13%	-2%	1%	2%	-0.1%	5.2	59	/
Cc1ccc(CNC(=O)C(CCC(N)=O)NC(=O)OCc2ccccc2)cc1 (stereo not drawn)	10%	15%	-2%	-2%	15%	-1%	-0.3%	-0.3	62	i
CCOc1ccc(NC(=O)C(=O)NCCN2CCN(C(=O)c3ccc(C)cc3)CC2)cc1	8%	1%	6%	-8%	8%	2%	-0.1%	0.6	45	/
O=[N+]([O-])c1nn(-c2ccc3c(c2)OCCO3)n(O)c1=NCCCO	4%	-6%	3%	-1%	24%	9%	0.0%	-1.6	88	i
Cc1cc(C)c(C#N)c(SCC(=O)C(C)(C)C)n1	9%	0%	7%	-2%	/	2%	-0.1%	0.3	59	i
CSc1c(-c2ccccn2)c(N)nn1C(=O)C1CCC1	3%	-17%	-4%	8%	3%	10%	-0.2%	1.1	41	i
Cc1ccc(CN2CCSc3ccc(C(=O)NCCCN4CCN(C)CC4)cc32)cc1	11%	4%	41%	5%	9%	9%	-0.2%	-0.3	61	/
CN(C(=O)CSCC(=O)O)C1CCCCC1	7%	-5%	-1%	-6%	17%	14%	0.4%	-2.9	54	i
